Assay outcomes as filed in PubChem.
H37Rv inhibition: M. tuberculosis growth inhibition, HTS (AID 449762); M. tuberculosis H37Rv growth inhibition, 7H9 media; higher % means a stronger effect; inhibition, % at 25 µM; hits with a dose series show IC50 in µM; hit rate 0.59% among 330,000; in the data active means a potency from the dose series; inconclusive means inhibition above about 70% without an active follow-up result;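 further: bacterial growth assessed after seven days of incubation; strong numbers were not always called active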
M. tuberculosis: growth inhibition of non-replicating M. tuberculosis (AID 488890); inhibition, % at 25 µM; hits with a dose series show IC50 in µM; Mycobacterium tuberculosis non-replicating, growth inhibition; higher % means a stronger effect; hit rate 0.39% among 320,000; in the data active means a potency from the dose series; inconclusive means inhibition mostly from about 82% at the one dose, without a potency; inactive means the rest, 99 in 100 with inhibition below about 76%;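 further: plate controls were DMSO cells for no effect and high antibiotic wells for full effect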
inhibitors of VEEV: inhibitors of VEEV TC-83 cytopathic effect, confirmation, Vero cells (AID 588727); Vero cells, VEEV TC-83 cytopathic effect inhibition; higher % means a stronger effect; one-dose inhibition, % at 20 µM; IC50 in µM for titrated hits; hit rate 0.13% among 350,000; in the data active means a potency from the dose series; inconclusive means inhibition mostly from about 14% at the one dose, without a potency; inactive means the rest, 99 in 100 with inhibition below about 12%; further: strong numbers were not always called active
H1N1 NS1A inhibition: H1N1 influenza NS1A inhibitors, functional cell based assay (AID 504329) | NS1A functional cell-based assay, percent inhibition; higher % means a stronger effect | inhibition, % at 12.5 µM; hits with a dose series show IC50 in µM | hit rate 0.3% among 340,000; in the data active means a potency from the dose series; inconclusive means inhibition above about 27% without an active follow-up result; further: strong numbers were not always called active
Salmonella PhoP GFP: Inhibition of PhoP regulon, Salmonella typhi GFP reporter cells, confirmation, 4 h (AID 1850); Salmonella Typhi PhoP-promoter GFP reporter, fluorescence, 4 h; higher % means a stronger effect; inhibition, % at 50 µM; hits with a dose series show IC50 in µM; hit rate 0.33% among 310,000; in the data active means a potency from the dose series; inconclusive means inhibition mostly from about 25% at the one dose, without a potency; inactive means the rest, 99 in 100 with inhibition below about 19%;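 further: 0% = induced wells with vehicle and 100% = uninduced wells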
inhibitors of VEEV 10K pilot screen: recorded beside inhibitors of VEEV, whose call it bears; inhibition, %; measured here: 10K pilot screen inhibition
* hit, by the source's call; i = inactive; ? = inconclusive; . = not tested or not shown; & = joins results of further samples.

SMILES | H37Rv inhibition | M. tuberculosis | inhibitors of VEEV | H1N1 NS1A inhibition | Salmonella PhoP GFP | others
COc1ccccc1N(CN1CCCC1=O)C(=O)c1c(F)cccc1F | 4% | 4% | 3.5% | 2% | 9%
COc1cccc(NC(=O)C(=O)c2cn(CC(=O)N3CCOCC3)c3ccccc23)c1 | 5% | 21% | 13% | 3% | -16%
COc1ccc(OC)c(NC(=O)CCN2CCC(C)CC2)c1 | -7% | -6% | 1.8% | -3% | 3%
CCCNc1c(NC(=O)COc2ccc(Cl)cc2)c(=O)oc2ccccc12 | 3% | 3% | 1.2% | -16% | 2%
COc1ccc(CCC(C)NCc2ccc(C(F)(F)F)cc2)cc1 (stereo not given) | -23% | 73% | i | 0% | 2%
CC(=O)OC1(c2ccccc2)CCN(C)C(C)C1C (stereo not given) | -3% | -9% | 0.6% | 4% | -23%
COc1cc(CCCN2C(N)=NC[C@@H]2Cc2ccc(O)cc2)cc(OC)c1OC | 2% | 9% | 0.4% | -1% | -3%
CCOC(CNC(=O)c1ccc2nc(N3CCC(C)CC3)sc2c1)OCC | -2% | 21% | 0.4% | 2% | -1%
CCOC(=O)CN1C(=O)C(=O)N(Cc2c(C)cc(C)cc2C)C1=O | 2% | 45% | i | -3% | -2%
COc1ccc(C(=O)c2c[nH]c(C(=O)NCC3CCCO3)c2)cc1 (stereo not given) | 0% | 15% | 0.7% | -4% | -2%
CSCC[C@H](N)C(=O)N1CCC(C(=O)N[C@H](C)C(=O)Nc2ccc(C(C)C)cc2)CC1 | -2% | -4% | i | 25% | -1%
CCn1c(SCc2cc(=O)n3ccsc3n2)nc2ccccc21 | -7% | -20% | 2.6% | 11% | -2%
CCOC(=O)N1CCN(C(=O)Cn2nc(C)n3nc(-c4ccc(OC)cc4)cc3c2=O)CC1 | 3% | -11% | 1.5% | 1% | 4%
COc1ccc(CNC(=O)CN(Cc2ccccc2)S(=O)(=O)c2ccc(Cl)cc2)cc1 | -5% | 11% | i | 0% | -15%
Cc1cc(-c2ccccc2)nc(N/N=C/c2cccnc2)n1 | 1% | 4% | 9.8% | 6% | 3%
COc1ccc(CN2C(=O)C(=O)N(CC(N)=O)C2=O)cc1 | -5% | -3% | 0.6% | 0% | 10% | inhibitors of VEEV 10K pilot screen=0.2
O=C1C(C2=NC(c3ccccn3)C3C(=O)N(c4ccc(OC(F)(F)F)cc4)C(=O)C23)=C(O)c2ccccc21 (stereo not given) | -1% | 8% | 1.3% | 1% | -6%
O=C(C1CC1)N1N=C(C2CCCCC2)CC1(O)C(F)(F)F (stereo not given) | -1% | 1% | i | -6% | -15%
Cc1ccccc1OCCC(=O)N1CCN(S(=O)(=O)c2ccc(F)cc2)CC1 | -18% | -8% | 2.7% | -3% | -10%
CCn1c(=O)c2cc(C(=O)N(C)c3cc(C)ccc3OC)sc2c2ccccc21 | 3% | 48% | 9.0% | -27% | 2%
CC(CCn1cccn1)NC(=O)CCc1nnc(CCc2ccccc2)o1 (stereo not given) | -7% | -2% | 5.4% | -2% | -4%
Cc1ccc2c(c1)/C(=C/c1ccccc1C)C(=O)N2 | 11% | 39% | i | -11% | 2%
COC(=O)c1sc(S(=O)(=O)NCCCN(C)C)c(C(=O)OC)c1C | 8% | 0% | 0.1% | 0% | 7%
CN(C(=O)COC(=O)CN1C(=O)c2cccc([N+](=O)[O-])c2C1=O)c1ccccc1 | 10% | 10% | i | 8% | .
NS(=O)(=O)c1ccc(CCNC(=O)COC(=O)Cc2ccc([N+](=O)[O-])cc2)cc1 | -6% | 18% | 2.7% | -13% | .
O=C(CSc1nnc(-c2ccc(Cl)cc2)o1)N1CCOCC1 | 6% | 72% | 0.1% | -1% | -15%
O=C(NCC(=O)N1CCCC(C(F)(F)F)C1)c1ccc(Br)o1 (stereo not given) | -3% | -8% | 1.1% | -14% | 4%
O=C(CCl)N1CCN(CC(=O)N2CCCC2)CC1 | -2% | 32% | ? | -13% | 2%
CC(C)=CCc1c(-c2ccc(O)cc2O)oc2cc3c(c(O)c2c1=O)C=CC(C)(C)O3 | 3% | 19% | . | . | -3%
N#Cc1ccc(NC(=O)COC(=O)c2cccnc2Cl)cc1 | 1% | -7% | 6.0% | -5% | .

Some of these compounds in order of SMILES length, smallest number first.
SMILES | H37Rv inhibition | M. tuberculosis | inhibitors of VEEV | H1N1 NS1A inhibition | Salmonella PhoP GFP | others
O=C(CCl)N1CCN(CC(=O)N2CCCC2)CC1 | -2% | 32% | ? | -13% | 2%
O=C(C1CC1)N1N=C(C2CCCCC2)CC1(O)C(F)(F)F (stereo not given) | -1% | 1% | i | -6% | -15%
O=C1C(C2=NC(c3ccccn3)C3C(=O)N(c4ccc(OC(F)(F)F)cc4)C(=O)C23)=C(O)c2ccccc21 (stereo not given) | -1% | 8% | 1.3% | 1% | -6%

New compounds follow:
SMILES | H37Rv inhibition | M. tuberculosis | inhibitors of VEEV | H1N1 NS1A inhibition | Salmonella PhoP GFP | others
COc1ccc(Br)cc1CN(C)CC(=O)Nc1ccccc1Cl | 11% | 7% | i | -5% | -2%
COc1cccc(NC(=O)c2ccc3c(O)c(S(=O)(=O)c4ccccc4)c(=O)[nH]c3c2)c1 | -5% | 5% | 6.3% | 6% | -6%
Cc1ccc(-c2ocnc2C(=O)Nc2ccccc2NC(=O)c2ccccn2)cc1 | 2% | -6% | 6.2% | -1% | 5%
CC(C)CCN=Cc1c(O)n(-c2ccccc2)c(=O)c2ccccc12 | 3% | 8% | 1.4% | 7% | -6%
COc1cccc(CN(C)CC2CCCN(CCc3ccc(Cl)cc3)C2)c1OC (stereo not given) | 4% | 50% | i | 2% | 8%
CCOc1ccc(-n2cc(-c3ccccc3)c3c(=S)nc[nH]c32)cc1 | 27% | -9% | 10% | 4% | -6%
CSCCC1C(C#N)=C(N)Oc2n[nH]c(-c3cccs3)c21 (stereo not given) | 7% | 21% | 0.8% | 5% | -4%
CCN(CC(=O)Nc1ccc(NC(C)=O)cc1)C(=O)/C=C/c1cn(-c2ccccc2)nc1-c1ccc(F)cc1 | 3% | -14% | 1.3% | -17% | 3%
COCCN(C(=O)CCC(=O)Nc1cc(C)on1)C(C(=O)NC1CCCC1)c1ccc(C)cc1 (stereo not given) | -13% | 3% | i | 7% | 6%
Cc1cccc(NC(=O)CN(C)S(=O)(=O)c2ccc(-c3ccc(=O)[nH]n3)s2)c1C | -6% | -3% | 3.8% | 0% | -9%
CCn1nc(C)c(CN2CCC(n3nccc3NC(=O)c3ccccc3OC)CC2)c1C | -1% | -16% | 1.5% | 10% | -8%
CC(C(=O)c1c[nH]c(C(N)=O)c1)c1ncc(C(F)(F)F)cc1Cl (stereo not given) | -4% | -9% | 0.6% | -3% | 6%
CC(=O)Nc1ccc(NC(=O)C(C)OC(=O)/C=C/c2ccc3c(c2)OCO3)cc1 (stereo not given) | -1% | 2% | i | -6% | 11%
CCc1cc(=O)oc2c(CN3CCN(C)CC3)c(O)ccc12 | 0% | -12% | 0.8% | -14% | -6%
c1ccc2c(c1)Cc1cc(CN3CCOCC3)ccc1-2 | 3% | 2% | i | 5% | 11% | inhibitors of VEEV 10K pilot screen=1.0
Cc1ccccc1OCCCc1c(C)n[nH]c1C | ? | 80% | 1.2% | -24% | -12%
Cc1ccc(C)c(N(C)C(=O)CCS(=O)(=O)c2cccc3nonc23)c1 | -9% | 11% | i | -10% | 1%
O=[N+]([O-])c1ccc(CSc2ncnc3c2ncn3[C@@H]2O[C@H](CO)[C@@H](O)[C@H]2O)cc1 | -4% | 2% | ? | -9% | 0%
COc1cc(C(=O)Nc2cc(C)ccn2)ccc1OCC(=O)N1CCOCC1 | -9% | -3% | 2.6% | -4% | -2%
CN(CC(=O)Nc1ccccc1Br)CC(=O)Nc1ccccc1-c1ccccc1 | -5% | -17% | 8.4% | -8% | .
O=C(Cc1ccccc1)Nc1ccc(NC(=O)C2CC2)nc1 | -5% | 1% | 2.3% | 7% | 2%
COc1ccccc1N1CCN(C(=O)C2CCN(C(=O)c3cccc(Cl)c3)CC2)CC1 | 2% | 13% | 0.7% | 0% | 3%
O=c1cc(C(F)(F)C(F)F)oc2ccccc12 | -5% | -9% | 0.4% | 1% | -13%
Cc1nn(C)c(C)c1S(=O)(=O)N(CC(=O)NCCN1CCOCC1)c1ccc(C(C)C)cc1 | -12% | . | 0.5% | -1% | 3%
Cc1ccc(C(=O)COC(=O)c2cc(Cl)nc3ccccc23)cc1 | ? | 76% | i | 3% | -6%
Cc1ccc(CSCC(=O)N/N=C/c2cccc(OC3CSC3)c2)cc1 | -3% | 33% | 1.1% | -9% | -2%
O=C(COC(=O)c1cccc(S(=O)(=O)N2CCCC2)c1)Nc1ccccc1C(F)(F)F | . | . | 0.6% | -2% | .
CN1CCN(C(=O)C2CCCN(S(=O)(=O)c3ccc(Br)cc3)C2)CC1 (stereo not given) | 0% | 9% | 2.0% | -4% | 1%
O=C1C=C(/C=C/c2ccccc2)C[C@@H](c2ccc3c(c2)OCO3)C1 | 14% | -1% | 0.4% | 13% | .
CC(=O)C(C(C)=O)C(NC(=O)c1cccnc1)(C(F)(F)F)C(F)(F)F | -13% | -12% | 0.5% | 1% | -1%
O=C(O)c1ccc(CNC(=O)c2ccc(S(=O)(=O)N3CCCCC3)cc2)cc1 | -15% | 5% | 2.7% | -17% | .
COc1cccc(N2CC(C(=O)Nc3nnc(SCC(=O)c4ccccc4)s3)CC2=O)c1 (stereo not given) | 2% | 43% | 1.6% | 7% | 6%
CC(c1nnc(SCC(=O)N2CC(=O)Nc3ccccc32)n1Cc1ccccc1)N(C)C (stereo not given) | 4% | 30% | 0.6% | -15% | -6%
CNC(=O)/C(C#N)=C\c1ccc(CNS(=O)(=O)c2ccc(Cl)cc2)o1 | 2% | -1% | 2.2% | -5% | -8%
O=Cc1c(NCCN2CCCC2)c2ccccc2[nH]c1=O | 5% | -9% | 2.2% | -3% | -1%
O=C(/C=C/c1ccc(-c2ccccc2)cc1)NCc1cccnc1 | 0% | 41% | i | -6% | 6%
CC(=O)N1CCN(c2ccc([N+](=O)[O-])cc2C#N)CC1 | -6% | -8% | 0.6% | -23% | 2%
C=CCN(C(=O)CNC(=O)c1ccco1)C(C(=O)NC1CCCCC1)c1ccc(F)cc1 (stereo not given) | -4% | 16% | 0.2% | -1% | 2%&17% | inhibitors of VEEV 10K pilot screen=0.3
CCCCNC(=O)CCCn1c(=O)c2ccccc2n(CC(=O)NCCC2=CCCCC2)c1=O | . | . | 0.7% | 0% | .
CCCCN1CCNC1=S | -3% | -8% | 0.9% | 1% | -5%
COC(=O)c1ccc(COc2cccc3c2OC(C)(C)C3)cc1 | -4% | 0% | 3.7% | -4% | -7%
CCCn1c(=N)n(CC(O)c2ccco2)c2ccccc21 (stereo not given) | -10% | 7% | 0.8% | 7% | -11%
CCOc1ccc(Cl)cc1S(=O)(=O)N1CCC(C(=O)N2CCCC2)CC1 | 7% | -1% | 2.2% | -1% | 1%
N/C(=N\OS(=O)(=O)c1ccc(Cl)cc1)c1ccncc1 | -5% | 42% | 1.3% | 6% | -3%
CNC(=O)CC1C(=O)N(C)C(=S)N1NC(=O)c1ccc(Cl)cc1 (stereo not given) | 2% | -4% | 1.4% | -26% | 4%
CCn1cc(S(=O)(=O)c2ccc(C)cc2)[nH]c1=O | 1% | -6% | 0.5% | -2% | 4% | inhibitors of VEEV 10K pilot screen=1.0
Oc1c(/C=C/C=C/C=Nc2ccccc2)sc(=S)n1Cc1ccccc1 | 9% | -3% | 1.2% | . | 22%
O=C(NCC1CCCCC1)c1cccc(S(=O)(=O)NCc2cccnc2)c1 | 5% | 7% | 1.1% | -2% | 3%
Cn1c(=O)c2c(ncn2CC(=O)N2CCN(c3ccccc3)CC2)n(C)c1=O | -6% | 1% | 0.5% | 2% | -8%
COc1ccc(-n2nnnc2/C=C\Nc2ccccc2C(=O)c2ccccc2)cc1 | -1% | 2% | 2.9% | -10% | -11%
CCC(C)C(NC(=O)C1CCC(=O)N1C(=O)OCc1ccccc1)C(=O)NC(Cc1ccccc1)C(N)=O (stereo not given) | -3% | -4% | i | -11% | 2%

Grouped by structure, the entries above with bromine.
SMILES | H37Rv inhibition | M. tuberculosis | inhibitors of VEEV | H1N1 NS1A inhibition | Salmonella PhoP GFP | others
O=C(NCC(=O)N1CCCC(C(F)(F)F)C1)c1ccc(Br)o1 (stereo not given) | -3% | -8% | 1.1% | -14% | 4%
COc1ccc(Br)cc1CN(C)CC(=O)Nc1ccccc1Cl | 11% | 7% | i | -5% | -2%
CN(CC(=O)Nc1ccccc1Br)CC(=O)Nc1ccccc1-c1ccccc1 | -5% | -17% | 8.4% | -8% | .
CN1CCN(C(=O)C2CCCN(S(=O)(=O)c3ccc(Br)cc3)C2)CC1 (stereo not given) | 0% | 9% | 2.0% | -4% | 1%

Rows were taken by chance. About 1.4% of those tested had a hit in this group.
